# Source: PubChem BioAssay
# HT1080-NT tox: kills 2HG-producing HT-1080-NT fibrosarcoma cells. Potency, µM (titrated, usually from 46.1 µM), for inactives: at the top dose activity, negative = less viability, actives largely listed as cytotoxic. HT-1080-NT fibrosarcoma viability, CellTiter-Glo ATP luminescence, 48 h. AID 686970. 1.6% of 360,000 active;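 also: NT is the 2HG producing partner of a matched IDH1 knockdown line; potency is read from the fitted curve at half-maximal effect; 0% = DMSO-treated cells and -100% = media-only wells without cells; nearly all actives have a fitted effect of over 55% in size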
#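 HT-1080-NT; 750 cells/well; 5% FBS RPMI; 48 h compound, 37 degrees C; CellTiter-Glo luminescence; curve fitting and curve-class assignment.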
# KB-V1 cytotox: kills drug-selected multidrug resistant KB-V1 cells | KB-V1 MDR cells viability, CellTiter-Glo, 72 h | Potency, µM (titrated, usually from 46.1 µM), for the others: at the highest dose activity change, negative = cytotoxicity, usual class: cytotoxic | 3.4% of 400,000 active | AID 1347076; also: potency is read from the fitted curve at half-maximal effect; % is scaled to controls: 0 for no effect and ±100 for the full control effect; nearly all actives have a fitted effect of over 60% in size
#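 Compound-treated KB-V1 multidrug-resistant cells, 72 h, 37 degrees C; viability by CellTiter-Glo. Fitted qHTS curves give the values.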
# IL1B secr inh: blocks inflammasome-driven IL-1 beta release; THP-1 LPS/ATP IL-1B secretion, AlphaLISA, 16 h; active compounds read low; activity change, % at 57.5 µM; 4.7% of 360,000 active; AID 743279; in the data active = activity change below about -50%; inconclusive = mostly about -30% to -49%; also: % is scaled to controls: 0 for no effect and ±100 for the full control effect
#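 Secreted IL-1B measured by AlphaLISA bead assay after 16 h compound exposure of THP-1 cells; compounds (final up to 57.5 uM) added 1 h before LPS (250 ng/mL) and ATP (1.25 mM) stimulation; lower signal means less secretion.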
# KB-3-1 cytotox: KB-3-1 parental cell cytotoxicity | Potency, µM (top dose mostly 46.1 µM), for the others: top-dose activity change, negative = cytotoxic, actives largely listed as cytotoxic | KB-3-1 viability, CellTiter-Glo ATP luminescence, 72 h | 1.4% of 400,000 active; also: potency is read from the fitted curve at half-maximal effect; % is scaled to controls: 0 for no effect and ±100 for the full control effect; nearly all actives have a fitted effect of over 60% in size
#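 Cytotoxicity measured as CellTiter-Glo luminescence after 72 h at 37 C. Compound titrations were pinned onto drug-naive KB-3-1 parental adenocarcinoma cells grown in DMEM with 10% FBS, and normalized data fitted to concentration-response curves.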
# HEK293 tox: cytotoxicity in counter-screen for GLP-1R inverse agonists | HEK293 cAMP-luciferase reporter cells, luminescence, 24 h | Potency, µM (titrated, usually from 38.3 µM), inactives show at the top dose activity change, negative = inhibition, actives largely listed as inhibitors | 0.13% of 410,000 active | AID 624418;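 also: loss of luciferase light is scored as toxicity; potency is read from the fitted curve at half-maximal effect; % is scaled to controls: 0 for no effect and ±100 for the full control effect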
#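 Here, cytotoxicity is scored as loss of luminescence. The MLSMR collection was tested on cells seeded in medium containing 10% Nu serum, with a 24 hr compound exposure preceded by 12 hours of culture.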
# MCF10A rerep: inducers of DNA re-replication in MCF 10A breast cells; AID 624296; Potency, µM (titrated, usually from 46.1 µM), without a hit: at the highest dose activity, positive = re-replication, most hits filed as activators; MCF 10A DNA re-replication, Hoechst nuclear intensity, 48 h; 2.9% of 350,000 active; also: potency is read from the fitted curve at half-maximal effect; % of control where 0% means no effect; nearly all actives have a fitted effect of over 50% in size
# SW480 rerep: induces DNA re-replication in SW480 colon adenocarcinoma cells. Potency, µM (titrated, usually from 46.1 µM), without a hit: top-dose re-replication activation, usual class: activators. SW480 DNA re-replication, Hoechst DNA content imaging, 48 h. AID 624297. 1.8% of 340,000 active; also: potency is read from the fitted curve at half-maximal effect; % of control where 0% means no effect; nearly all actives have a fitted effect of over 55% in size
#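 Image-based read-out: total Hoechst fluorescence of nuclei (405 nm excitation, 500-530 nm emission), with hits raising the fraction of high-intensity nuclei. SW480 colon cells incubated 48 hr with compounds at 37 C.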
# HT1080 IDH1KD tx: toxicity to HT-1080 IDH1 knockdown cells (counter line). HT-1080 IDH1 knockdown viability, ATP luminescence, 48 h. AID 686971. 2% of 360,000 active. Potency, µM (titrated, usually from 46.1 µM), for inactives: top-dose activity, negative = toxicity, usual class: cytotoxic;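 also: potency is read from the fitted curve at half-maximal effect; 0% = DMSO wells and -100% = cell-free medium wells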
#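 In this qHTS, HT-1080 cells depleted of IDH1 are exposed for 48 h at 37 °C to compound titrations. Toxicity is scored from CellTiter-Glo luminescence, with DMSO as full viability and medium alone as none.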
# DRD3 agonist: D3 dopamine receptor (human) agonism; P35462; D3R DiscoveRx beta-arrestin cells, luminescence, 90 min; max activation, %; 0.58% of 410,000 active; in the data active = max activation above about 30%; also: 0% is about no effect; mostly tested at two doses, the higher about 12 µM
# Target sequence (P35462 whole entry, looked up): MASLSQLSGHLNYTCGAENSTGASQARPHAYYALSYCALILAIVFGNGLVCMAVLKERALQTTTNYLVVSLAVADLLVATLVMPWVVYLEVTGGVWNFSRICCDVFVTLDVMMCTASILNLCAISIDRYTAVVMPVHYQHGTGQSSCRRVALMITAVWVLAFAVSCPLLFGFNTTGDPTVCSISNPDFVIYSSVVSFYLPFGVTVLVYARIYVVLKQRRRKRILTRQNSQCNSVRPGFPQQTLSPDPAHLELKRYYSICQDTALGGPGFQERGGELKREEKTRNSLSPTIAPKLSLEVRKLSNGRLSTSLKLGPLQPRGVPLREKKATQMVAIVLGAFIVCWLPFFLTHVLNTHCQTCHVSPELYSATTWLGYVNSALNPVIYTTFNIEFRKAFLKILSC
#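 Cells at 1500/well, incubated overnight, then treated with pinned compounds (dopamine as control) for 90 min at 37 degrees C. DiscoveRx reagent added for 30 - 60 minutes at room temperature; luminescence read.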
# * marks the source's active call; other numbers are inactive results; i = inactive; ? = inconclusive; . = not tested or not shown; [ ] = another dose, or the depositor's remark. Unless noted, calls follow the shape of the dose curve; as a rule, active = well fitted curve in the direction sought with a large enough effect; inconclusive = small, poorly fitted or top-dose-only effect, or another doubt; inactive = no such curve, though single readings can be large; an effect the other way counts as inactive or inconclusive. Compounds were not picked by outcome, and some 11% of all compounds hit somewhere here.
SMILES,HT1080-NT tox,KB-V1 cytotox,IL1B secr inh,KB-3-1 cytotox,HEK293 tox,MCF10A rerep,SW480 rerep,HT1080 IDH1KD tx,DRD3 agonist
COC(=O)C1=C(C)N(C(C)C)C(=O)C1(NC(=O)C1CCCCC1)C(F)(F)F (stereo not drawn),8%,?,0,2%,5%,4%,-3%,-9%,-13
CCN(CC)C(=O)COc1ccc2oc(-c3ccco3)cc(=O)c2c1,3%,2%,-5,-1%,4%,-7%,-5%,-1%,3
COc1ccc(CN2CCNC(=O)C2CC(=O)N(C)C2CCOCC2)cc1OC (stereo not drawn),-4%,-12%,3,-3%,-2%,.,.,-4%,-3
O=C(CSc1nccn1-c1ccccc1)N1CCc2ccccc21,8%,-17%,6,10%,-4%,3%,0%,7%,-12
COc1ccc(C(=O)Nc2nc3ccc4nc(C)sc4c3s2)cc1,15%,-14%,-10,9%,0%,-6%,-19%,23%,3
CC(C)N(CCCNC(=O)C1CCN(S(=O)(=O)N2CCOCC2)CC1)Cc1ccccc1,13%,10%,14,1%,-1%,-2%,-1%,12%,1
Cc1nc(N2CCOCC2)c2c(C)c(C(=O)Nc3ccccc3Cl)sc2n1,-16%,-10%,-4,19%,2%,-10%,-2%,-2%,29
CC1(C)Cc2nc3nc(SCC(=O)NCCc4ccccc4)n(-c4ccccc4)c(=O)c3cc2CO1,7%,?,-17,12%,0%,-1%,0%,21%,-7
CCOc1ccc(S(=O)(=O)N2CCOCC2)cc1NC(=O)CN1C(=O)NC(CC)(c2ccccc2)C1=O (stereo not drawn),-21%,-6%,18,11%,-27%,?,0%,-19%,1
COC(=O)Cc1c(C)c2ccc(OCC(=O)N3CCC(C)CC3)c(C)c2oc1=O,-4%,?,i,-5%,12%,5%,?,10%,4
C=CCNc1nc(C(=O)OCC(=O)NCc2ccccc2OC)cs1,-2%,19%,7,16%,3%,-3%,1%,0%,3
COc1ccccc1CC(=O)NCCc1ccccc1,-10%,?,?,9%,5%,11%,21%,-3%,4
COCCN1C(=O)c2oc3c(C)cc(C)cc3c(=O)c2C1c1cccc(O)c1 (stereo not drawn),0%,7%,23,5%,-14%,5%,-16%,-3%,0
O=[N+]([O-])c1cccc(/C=N\N2CCN(c3ccc(Cl)cc3)CC2)c1,27%,0%,-21,-21%,-16%,0%,-4%,22%,-1
CC(c1ccon1)N(C)C(=O)c1ccc2nc(Cc3cccc(Cl)c3)oc2c1 (stereo not drawn),-3%,-15%,0,-34%,2%,3%,-2%,-11%,4
C=CC[C@@H](CC(=O)N[C@H](CO)Cc1ccccc1)C(=O)N[C@H](COC(=O)[C@@H](CC=C)Cc1ccc(F)cc1)Cc1ccccc1,5%,-1%,-2,-2%,-6%,1%,-4%,-1%,0
OC(COc1ccccc1Cl)CN1CCN(CC(O)COc2ccccc2Cl)CC1 (stereo not drawn),?,?,?,?,16%,0%,7%,?,-1
Cc1ccc(OCCNC(=O)c2cc(=O)[nH]c3ccccc23)cc1,5%,1%,36,2%,-2%,-3%,-3%,14%,2
CC1(C)CC(NC(=O)CC(c2ccccc2)c2ccccc2)CC(C)(C)N1,-7%,12%,-27,5%,-16%,0%,-3%,7%,1
O=C(/C=C/c1ccccc1)NCCS(=O)(=O)N1CCN(c2ccccc2F)CC1,4%,?,-5,-2%,3%,8%,19%,0%,5
CCOCc1c(C(=O)NCc2ccccc2CN2CCCC2)oc2ccccc12,-19%,?,12,-12%,2%,?,?,-2%,-18
c1ccc2nc(N3CCOCC3)c(N3CCCC3)nc2c1,-9%,-25%,11,16%,2%,16%,-1%,-11%,3
N#Cc1nc(-c2ccc(COc3ccc(Cl)cc3)o2)oc1N1CCC(C(N)=O)CC1,.,?,.,8%,-4%,.,.,.,0
C[C@@H]1CN([C@@H](C)CO)C(=O)CCCn2nncc2CO[C@@H]1CN(C)S(=O)(=O)c1cccs1,13%,-3%,17,8%,-24%,.,.,6%,3
CN(C)c1cc[n+](CC(=O)Nc2cccc([N+](=O)[O-])c2)cc1,-6%,-13%,1,?,-3%,0%,1%,-19%,-6
Cc1cc(S(=O)(=O)N2CCC3(CC2)OCCN3S(=O)(=O)c2cccs2)ccc1F,-6%,-3%,-10,-10%,-2%,8%,-68%[inhibitor],-12%,4
CC(=O)c1ccc(OCC(=O)NCC2(N3CCCCC3)CCCCC2)cc1,8%,0%,-6,12%,3%,-14%,-4%,4%,4
COc1cccc(CNC(=O)CCC2CCCN(C(=O)c3ccc(C)nc3)C2)c1 (stereo not drawn),12%,?,1,6%,-2%,-26%,-12%[1.84 µM],9%,12
COc1ccc(-c2nnc(SCC(=O)N3CCOCC3)o2)cc1,4%,2%,-14,17%,3%,1%,-6%,8%,6
CCOc1cc(N2CCOCC2)c(OCC)cc1NC(=O)COC(=O)[C@H](Cc1c[nH]c2ccccc12)NC(C)=O,4%,0%,38,0%,-20%,-3%,-2%[9.22 µM],7%,1
CCOC(=O)CCc1c(C)c2ccc(OCc3nn[nH]n3)c(C)c2oc1=O,14%,4%,20,16%,1%,3%,-5%,9%,-1
CCC1(c2ccc(F)cc2)NC(=O)N(CC(=O)Nc2cc(C)on2)C1=O (stereo not drawn),1%,18%,24,-1%,0%,4%,-31%[inhibitor],1%,8
O=C(NCCc1ccccc1)c1c[nH]c2ccccc2c1=O,-3%,?,9,-8%,-12%,.,.,-8%,-4
CCOC(=O)c1cccc(NC(=O)c2c(NCc3ccccc3)[nH]c(=O)[nH]c2=O)c1,?,?,99,?,-15%,5.8µM*,?,?,7
CCOC(=O)N1CCC(N2CC34C=CC(O3)C(C(=O)Nc3ccc(F)cc3)C4C2=O)CC1 (stereo not drawn),1%,8%,-25,-14%,6%,-1%,-1%,-5%,3
COc1ccc(OC)c(Cc2nnc(CCC(=O)NCc3nc4ccccc4s3)o2)c1,-2%,-2%,6,-1%,0%,-8%,-6%,3%,-1
Cc1ccc(-c2nc(NCc3ccc(F)cc3)n(S(C)(=O)=O)n2)cc1,-26%,-24%,?,0%,-2%[7.66 µM],?,-2%,?,-13
O=C(CNC(=O)c1ccc(Br)o1)NCc1ccccc1Cl,4%,-6%,i,10%,0%,-13%,-16%,-7%,5
NC(=O)c1ccsc1NC(=O)COC(=O)COc1ccc(C=O)cc1,8%,-12%,-4,-5%,1%,-5%,-16%,6%,-2
CCOc1ccccc1N(CC(=O)Nc1ccc(S(=O)(=O)N2CCOCC2)cc1)S(=O)(=O)c1ccccc1,4%,?,-8,?,-10%,4%,0%,0%[9.24 µM],7

# Three compounds out of the list, arranged by SMILES length, smallest number first.
SMILES,HT1080-NT tox,KB-V1 cytotox,IL1B secr inh,KB-3-1 cytotox,HEK293 tox,MCF10A rerep,SW480 rerep,HT1080 IDH1KD tx,DRD3 agonist
c1ccc2nc(N3CCOCC3)c(N3CCCC3)nc2c1,-9%,-25%,11,16%,2%,16%,-1%,-11%,3
O=C(NCCc1ccccc1)c1c[nH]c2ccccc2c1=O,-3%,?,9,-8%,-12%,.,.,-8%,-4
CCOCc1c(C(=O)NCc2ccccc2CN2CCCC2)oc2ccccc12,-19%,?,12,-12%,2%,?,?,-2%,-18

# Further structures follow:
SMILES,HT1080-NT tox,KB-V1 cytotox,IL1B secr inh,KB-3-1 cytotox,HEK293 tox,MCF10A rerep,SW480 rerep,HT1080 IDH1KD tx,DRD3 agonist
O=C(c1ccccc1)c1c[nH]c(C(=O)C(Cl)(Cl)Cl)c1,-12%,1%,-18,-2%,-2%,?,8%,-2%,2
COc1ccc(C)cc1-n1nnnc1SCn1nnc2ccccc2c1=O,-14%,?,-14,?,2%,9%,2%,-23%,7
Cc1ccc(NC(=O)c2ccc3[nH]c(=O)c(=O)[nH]c3c2)nc1,4%,0%,12,4%,-19%,-3%,-19%,5%,2
O=C(COc1ccc(F)cc1)N(CC1=CCS(=O)(=O)C1)c1ccccc1,-3%,-14%,1,1%,-17%,3%,-4%,-2%,-1
CC(C)(C)c1ccc(OCC(=O)N/N=C/c2cc(Br)ccc2OC(=O)c2ccco2)cc1,8%,7.3µM*,43,?,-3%,2%,13%,7%,3
COCCNC(=O)c1ccc(NC(=O)C2(c3ccccc3)CCCC2)cc1,30%,-7%,-12,-2%,3%,5%,-15%,-1%,-5
COc1cccc(OC)c1C(=O)Nc1cccc(-c2nc3cc(C)cc(C)c3o2)c1,.,?,.,-3%,-5%,.,.,.,9
Cc1ccc(C(=O)/C=C/c2ccc(-c3ccccc3[N+](=O)[O-])o2)cc1,?,-5%,-95*,17%,-3%,-2%,-1%,-1%[9.24 µM],-3
O=C(COC(=O)C1CCN(c2ccc(C(F)(F)F)cn2)CC1)Nc1cc(F)ccc1F,-5%,19%,8,-2%,5%,-4%,-8%,-4%,-10
CN1CCN(CC(O)COC(c2ccc(Cl)cc2)c2ccc(Cl)cc2)CC1 (stereo not drawn),?,16%,-22,0%,-28%,21µM*,19%,?,-5
CCCCn1c(N)c(N(C(=O)CSc2nnnn2-c2ccc(C)cc2)C2CCCC2)c(=O)[nH]c1=O,1%,5%,-26,-5%,-14%,24%,-29%,1%,3
CC(NS(=O)(=O)c1ccccc1)C(c1cccs1)N1CCN(C)CC1 (stereo not drawn),9%,-8%,-17,-12%,1%,4%,1%,4%,-3
COc1ccccc1OCc1ccc(C(=O)NC2CCCCC2)o1,14%,-29%,-3,-4%,-11%,-7%,-3%,7%,1
COc1cc(Cl)ccc1OC1(C)CCN(Cc2ccc3ccccc3c2)C1 (stereo not drawn),?,?,13,0%,9%,.,.,?,-8
CSCCC(NC(=O)c1ccc(Cl)cc1Cl)C(=O)N1CCCCCCC1 (stereo not drawn),-8%,?,-7,5%,0%,14%,1%,-5%,-14
CCCCn1nnnc1C(c1ccccc1)N1CCN(c2ccccn2)CC1 (stereo not drawn),15%,-18%,?,2%,1%,.,.,10%,-4
